GPR151 activ: activators of human GPR151, primary screen, cell-based, PathHunter beta-arrestin, luminescence. actives 1% (n = 650,000). activation, % at 11.2 µM. PathHunter beta-arrestin GPR151 cells; in the data active = activation above about 4.9%;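 also: 0% = median of compound wells and 100% = cells with positive control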
Target sequence (Q8TDV0 whole entry, looked up): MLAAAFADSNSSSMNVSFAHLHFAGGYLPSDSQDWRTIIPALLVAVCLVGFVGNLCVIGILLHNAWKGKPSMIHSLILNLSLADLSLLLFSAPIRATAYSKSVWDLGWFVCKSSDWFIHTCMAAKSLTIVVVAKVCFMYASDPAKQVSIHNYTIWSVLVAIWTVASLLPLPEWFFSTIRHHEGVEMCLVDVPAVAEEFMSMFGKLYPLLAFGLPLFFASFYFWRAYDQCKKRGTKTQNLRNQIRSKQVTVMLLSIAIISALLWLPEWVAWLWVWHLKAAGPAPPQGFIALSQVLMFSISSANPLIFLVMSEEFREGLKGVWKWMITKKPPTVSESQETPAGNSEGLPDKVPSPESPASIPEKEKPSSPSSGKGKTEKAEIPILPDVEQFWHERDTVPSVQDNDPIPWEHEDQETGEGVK
TEAD-YAP block: TEAD-YAP interaction inhibition, primary screen, TEAD-YAP interaction inhibitor project, luminescence, HEK-TIYL cells | TEAD-Gal4/YAP UAS-luciferase luminescence | actives 1.4% (n = 640,000) | inhibition, % at 9.12 µM; in the data active = inhibition above about 32%;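 also: 0% = median of test compound wells and 100% = reference inhibitor wells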
FBW7 activator: FBW7 E3 ligase activators, primary screen, biochemical, AlphaScreen, human; AlphaScreen FBW7–phospho-cyclin E peptide binding, activator screen; actives 0.13% (n = 650,000); normalized activity (activation), % at 26.1 µM; F-box/WD repeat-containing protein 7 (Homo sapiens), Q969H0; in the data active = normalized activity above about 1.9%;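 also: purified mutant Fbw7 with reduced substrate affinity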
MITF inh: MITF inhibitors, primary screen, biochemical, AlphaScreen, human; inhibition, % at 2.6 µM; Microphthalmia-associated transcription factor (Homo sapiens), O75030; AlphaScreen MITF homodimerization, bead proximity signal; actives 0.91% (n = 650,000); AID 1259374, 2018; in the data active = inhibition above about 50%;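 also: 0% = vehicle wells with protein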
Target sequence (O75030 whole entry, looked up): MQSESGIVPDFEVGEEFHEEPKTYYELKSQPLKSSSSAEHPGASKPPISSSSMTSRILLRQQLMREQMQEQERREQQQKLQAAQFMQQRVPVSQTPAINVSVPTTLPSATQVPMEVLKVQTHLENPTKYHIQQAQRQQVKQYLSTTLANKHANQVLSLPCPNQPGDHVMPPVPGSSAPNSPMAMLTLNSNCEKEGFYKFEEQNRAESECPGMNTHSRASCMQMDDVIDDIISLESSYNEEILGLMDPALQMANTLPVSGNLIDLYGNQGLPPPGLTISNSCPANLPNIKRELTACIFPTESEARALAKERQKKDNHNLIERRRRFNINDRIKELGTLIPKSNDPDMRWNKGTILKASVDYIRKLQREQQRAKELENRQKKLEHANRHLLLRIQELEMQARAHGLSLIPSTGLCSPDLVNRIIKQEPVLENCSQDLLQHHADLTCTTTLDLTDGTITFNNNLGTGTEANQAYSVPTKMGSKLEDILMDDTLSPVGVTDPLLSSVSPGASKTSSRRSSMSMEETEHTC
Starred values were filed as active, the others as inactive; & = joins results of further samples.

Structure	GPR151 activ	TEAD-YAP block	FBW7 activator	MITF inh
CC[C@@H](Cn1nc(-c2cccs2)ccc1=O)NC(=O)c1snnc1C	0.4	8	0.2	9
N=C1S/C(=C\c2ccc(-c3ccc(F)c(Cl)c3)o2)C(=O)N1c1nccs1	-0.5	2	-0.2	0
CCn1c(SCCOc2ccc(C)cc2)nc2ccccc21	0.9	-2	-0.1	-5
COc1ccccc1N1CCN(C(=O)c2cccc(C(=O)N3CCN(c4ccccc4OC)CC3)c2)CC1	-0.4	14	0.0	-14
CCOc1ccc(S(=O)(=O)NCc2ccccc2)cc1C	1.0	-5	0.1	2
Nc1cccc(-c2nc3ccccc3[nH]2)c1	-5.9	-50	0.4	2
COC(=O)c1ccc(C(c2c(N)n(CC(C)C)c(=O)[nH]c2=O)N2CCOCC2)cc1 (configuration not stated)	-0.1	4	-0.1	7
O=C(Cn1cnc2c(oc3ccccc32)c1=O)Nc1ccc(F)cc1F	-1.8	3	0.6	11
CCNC(=O)C1Cc2ccccc2CN1S(=O)(=O)c1cccs1 (configuration not stated)	0.2	-4	0.0	5
O=C(NC1CCCCC1)c1ccc(Cl)nc1	0.8	3	-0.1	-1
COc1ccc2c(c1)-c1c(ssc1=S)C(C)(C)N2C(=O)CN1C(=O)CCC1=O	0.4	7	-0.1	7
FC(F)(F)c1cccc(CNc2nc(N3CCc4ccccc4C3)nc3c2ncn3-c2ccsc2)c1	-2.7	-11	0.0	8
CC(C)c1nc(N2CCCCC2)c(C#N)c2c1COC(C)(C)C2	1.0	-6	0.0	-2
COc1ccc(Cl)cc1S(=O)(=O)Oc1ccc(NC(C)=O)cc1	-1.4	-8	1.2	9
CC1Cc2nc(SCC(=O)Nc3ccc(F)cc3F)n(C)c(=O)c2S1 (configuration not stated)	-0.5	-14	0.1	6
O=C(Nc1ccc(F)cc1)c1cccc(S(=O)(=O)Nc2ccccn2)c1	-8.2	7	0.0	5
O=CN1CCN(C(=O)c2ccc(Br)o2)CC1	1.1	0	-0.1	-14
CCN(CC)C(=O)CSc1nnc2c3ccccc3n(C)c2n1	0.1	-12	0.2	1
COc1cccc(CC(=O)N2CCC[C@H](Cn3nc(-c4cccs4)ccc3=O)C2)c1	0.4	5	0.2	18
Cc1ccc(Cn2cc(SCC(=O)N3CCCC3)c3ccccc32)cc1	-0.8	-6	-0.1	-9
CCNC(=O)c1ccc(I)cc1	-0.7	-3	0.0	3
Cc1ccc(C(=O)CSc2nc(-c3ccc(Cl)cc3)cn2-c2ccc(F)cc2)cc1	-0.1	-8	0.0	11
O=S(=O)(C1CC1)N1CCN(C2CCCCC2)CC1	1.2	-2	-0.2	4
c1cncc(CNc2nc(NCc3cccnc3)c3ncn(C4CCCCC4)c3n2)c1	1.5	-16	0.0	0
COc1cccc(CCNC(=O)CCc2nnc(-c3ccc4c(c3)OCO4)o2)c1	-0.8	-6	0.6	7
CCOc1ccc2c(c1)-c1c(sn(-c3ccc(Cl)c(C(F)(F)F)c3)c1=S)C(C)(C)N2	-1.1	14	0.0	6
Cn1cnnc1SCC(=O)c1ccc(OC(F)F)cc1	0.2	3	-0.1	-4
CN1C2=NC(=O)/C(=C/c3ccc([N+](=O)[O-])s3)N2c2ccccc21	-0.1	4	-0.1	6
O=C(NCC(c1cccs1)N1CCc2ccccc2C1)c1c(F)cccc1F (configuration not stated)	0.6	-2	-0.1	4
Cc1cc(I)ccc1NS(=O)(=O)c1ccc([N+](=O)[O-])cc1	1.5	3	-0.1	9
COC(=O)C1=C(C(=O)c2ccccc2)C(c2ccc(N(C)C)cc2)n2nnnc2N1 (configuration not stated)	1.1	-5	-0.1	9
Cc1ccc2nc(NCc3ccco3)c(/C=C3\SC(=S)N(C)C3=O)c(=O)n2c1	-0.1	-6	0.1	5
CC(=O)NCCCCCc1nc2ccccc2n1Cc1ccccc1	-1.1	-8	-0.2	4
Cc1ccc(-c2noc(CNC(=O)CN(C)S(=O)(=O)c3ccc(C)cc3)n2)cc1	-1.5	14	0.0	9
O=C(CCCc1c[nH]c2ccccc12)Nc1ccc(S(=O)(=O)Nc2nccs2)cc1	3.8	-9	0.1	16
COc1ccc(NC(=O)CCc2ccccc2)cc1Cl	0.4	-31	-0.1	7
Nc1sc2c([n+]1CCCCS(=O)(=O)O)CCCC2	0.1	-9	-0.1	0
Cn1cc(CNC(=O)c2cc([N+](=O)[O-])ccc2Cl)cn1	0.1	7	-0.1	1
O=c1[nH]c2ccc(S(=O)(=O)N3CCCCC3)cc2[nH]1	-0.2	-2	0.1	3
NC(=O)C1CCN(c2ccc3cccc(OCc4ccccc4)c3n2)CC1	0.9	3	0.1	4
O=C1CC(Cc2ccc(Cl)cc2)C(=O)N1Cc1ccco1 (configuration not stated)	-1.6	4	-0.1	8
CN1C(=O)c2ccccc2C(C(=O)Nc2ccccn2)C1c1cccs1 (configuration not stated)	3.6	3	-0.1	17
CN(C)S(=O)(=O)c1ccc(N=Cc2c(O)oc(=O)c3ccccc23)cc1	1.9	1	-0.1	-6
O=S(=O)(/N=C(/c1ccc(Cl)cc1)N1CCOCC1)c1ccc(Br)cc1	0.6	-2	-0.3	0
CCOc1ccc(/C(O)=C2/C(=O)C(=O)N(Cc3cccnc3)C2c2ccc(OC)c(OC)c2)cc1C (configuration not stated)	-0.6	-1	0.0	-5
CCCCN(C(=O)c1cc2c(s1)CCC2)c1c(N)n(CCC)c(=O)[nH]c1=O	1.0	3	-0.1	0
CCOC(=O)c1c(-c2ccccc2)oc2cc(Br)c(OC(C)=O)cc12	-0.1	-2	0.1	5
CCCOc1ccc(C(=O)Nc2ccc3oc(-c4cc(I)ccc4Cl)nc3c2)cc1	-1.4	4	0.0	-10
CCCCCCCCCc1ccc(OCCOCCOCCOCCOCCOCCOCCOCCOCCO)cc1	0.7	35*	0.1	-8
CCOCc1nnc(NC(=O)c2ccc(Cl)cc2Cl)s1	-0.7	-15	-0.1	-2
CC(C)C1=NN2C(=N)/C(=C/c3ccccc3OCCOc3ccccc3)C(=O)N=C2S1	0.5	-15	1.2	26
Cc1ccccc1C(=O)Nc1cc(-n2c(C)nc3ccccc3c2=O)ccc1F	1.3	-8	0.0	8
COC(=O)[C@H]1CCc2ccccc2N1C(C)=O	0.7	-9	0.0	13
O=C(O)CC(NC(=O)c1cccc(Br)c1)c1cccc([N+](=O)[O-])c1 (configuration not stated)	-1.0	-1	0.0	-9
CCN1CCN(CCC(=O)Nc2ccc(Br)c(C)c2)CC1	0.0	6	0.2	11
CC(=O)Nc1ccccc1C(=O)C(=O)Nc1cccc(C(=O)NCc2ccc(C)cc2)c1	-1.4	6	0.2	-4
O=S(=O)(c1cccs1)N1CCN(c2cnccn2)CC1	-1.0	-7	0.0	2
O=S(=O)(/N=C(\Nc1ccc2c(c1)OCO2)c1ccccc1)c1cccs1	-0.8	-2	-0.2	-9
CC(CCCC(C)(C)O)NC(=O)CN1Cc2cc(Cl)ccc2OC(C)C1 (configuration not stated)	0.4	4	0.1	10
CN1CCCC(C(=O)NCc2nnc3n2CCN(Cc2ccccc2O)CC3)C1 (configuration not stated)	3.7	-6	0.0	-4

Some of these compounds in order of SMILES length, low to high:
Structure	GPR151 activ	TEAD-YAP block	FBW7 activator	MITF inh
COC(=O)[C@H]1CCc2ccccc2N1C(C)=O	0.7	-9	0.0	13
Cc1ccccc1C(=O)Nc1cc(-n2c(C)nc3ccccc3c2=O)ccc1F	1.3	-8	0.0	8
O=S(=O)(/N=C(/c1ccc(Cl)cc1)N1CCOCC1)c1ccc(Br)cc1	0.6	-2	-0.3	0

The list goes on.
Structure	GPR151 activ	TEAD-YAP block	FBW7 activator	MITF inh
COc1ccc(-n2cc(C(=O)N3CCN(c4ccccn4)CC3)c3ccccc3c2=O)cc1	-0.4	-1	0.1	-2
Cc1ccc(NC(=O)c2ccc(F)cc2)c(Br)c1	0.1	-57	0.1	2
COCCCNC(=O)c1ccc2c(c1)N(Cc1ccc(F)cc1)C(=O)CS2	0.3	13	0.5	5
Cc1c2cnn(CC(=O)O)c(=O)c2c(C)n1Cc1ccc(F)cc1	-0.8	0	0.3	15
COCc1ccc(C(=O)N2CCOc3ccc(C(O)C4CCCCC4)cc3C2)o1 (configuration not stated)	-1.7	10	0.2	17
Clc1ccc(CSCc2cn3ccsc3n2)cc1	-0.1	0	-0.1	15
Nc1nc2cc(Cl)ccc2n1CCO	-0.8	0	0.1	15
CCSCCOC(=O)C1=C(C)NC2=C(C(=O)CCC2)C1c1cccnc1 (configuration not stated)	-1.9&-0.3	5&9	0.1&0.3	4&23
CCN1CCN(C(c2ccccc2OC)c2nnnn2C2CCCCC2)CC1 (configuration not stated)	0.5	-14	0.3	6
CCOc1ccc2c(c1)-c1c(ssc1=S)C(C)(C)N2C(C)=O	1.5	-7	-1.0	7
Cc1ccn2c(=O)c(C(=O)Nc3ccc(OC(F)(F)F)cc3)cnc2c1	0.6	0	-0.1	10
Cc1cccc(C(=O)Nc2cccc(NC(=O)c3ccc(C(C)(C)C)cc3)c2)c1	1.2	-90	0.1	8
C=CCNC(=O)c1ccccc1NC(=O)c1ccc(Br)cc1	0.0	4	0.1	-1
COc1ccccc1OCC(=O)NCCn1ncc2c(=O)n(Cc3ccccc3C)cnc21	-1.4	5	-0.1	-19
COc1ccc(Cl)cc1N(CC(=O)Nc1ccc2ccccc2c1)S(C)(=O)=O	1.0	0	0.1	3
Cc1ccc(-c2cc(C(F)(F)F)c(C#N)c(=O)[nH]2)cc1	0.0	-6	0.1	13
O=C1CCCN1CCCNc1nc(Nc2ccccc2)nc2nc[nH]c12	-2.0	-12	0.1	14
O=C(NCCc1nc(-c2cccnc2)n[nH]1)C1(c2ccc(Cl)cc2)CC1	0.1	23	0.4	-15
CCOc1ccccc1Nc1nc(-c2cccnc2)cs1	-0.1	1	-0.1	0
Cc1ccc(NC(=O)CN2C(=O)CCc3ccccc32)nc1	-0.7	-5	-0.1	-6

Fetched by structure from above:
Structure	GPR151 activ	TEAD-YAP block	FBW7 activator	MITF inh
COc1ccc(Cl)cc1N(CC(=O)Nc1ccc2ccccc2c1)S(C)(=O)=O	1.0	0	0.1	3
CCN1CCN(C(c2ccccc2OC)c2nnnn2C2CCCCC2)CC1 (configuration not stated)	0.5	-14	0.3	6
COCCCNC(=O)c1ccc2c(c1)N(Cc1ccc(F)cc1)C(=O)CS2	0.3	13	0.5	5
COc1ccc(-n2cc(C(=O)N3CCN(c4ccccn4)CC3)c3ccccc3c2=O)cc1	-0.4	-1	0.1	-2

Further entries follow:
Structure	GPR151 activ	TEAD-YAP block	FBW7 activator	MITF inh
O=C(CSCC(=O)NC1CCCCC1)Nc1ccccc1	0.6	-6	-0.1	-11
Cn1c(=NC(=O)c2ccc(S(=O)(=O)N3CCc4ccccc43)cc2)sc2cc(F)ccc21	0.8	5	0.2	19
Cc1nc2c(C(=O)NC3CCCC(C)C3C)cnn2c(C)c1Cc1ccccc1Cl (configuration not stated)	1.7	5	0.1	7
C=CCN=C1NC(=O)C(CC(=O)Nc2ccccc2)S1 (configuration not stated)	-0.3	5	0.9	2
CCc1nc2ccccc2c2nn(CC(=O)N3CCC(C(N)=O)CC3)c(=O)n12	-0.7	2	0.2	18
COc1ccc(N=C2C(=O)Nc3c(C)cccc32)cc1	-1.7	10	0.8	8
CC(C)NC(=O)/C=C/c1ccccc1Cl	5.1*	-25	0.1	6
Cn1nnc(NC(=O)Cc2ccc(Cl)cc2)n1	1.2	2	-0.2	6
COc1ccc(N2CCN(C(=O)CC34CC5CC(CC(C5)C3)C4)CC2)cc1	1.0	8	-0.2	-2
c1ccc(-n2cnnc2SCc2nc3ccccc3s2)cc1	-0.7	-35	0.1	12
OCCC12CC3CC(CC(C3)C1)C2	1.4	7	0.1	16
CCC(C)NC(=O)CSc1nc2nc(C)c(Cc3ccc(C)cc3)c(C)n2n1 (configuration not stated)	0.2	-1	-0.2	-5
CC12CC(NC(=O)N1c1cccc(Cl)c1)c1ccccc1O2 (configuration not stated)	3.9	3	0.5	8
CC(C)NC(=O)CN1CCCC1c1nc(-c2ccc(F)cc2)n[nH]1 (configuration not stated)	0.5	11	0.0	10
O=C1N[C@@H](Cc2cnc[nH]2)C(=O)N2CCN(Cc3cnn(-c4ccc(F)cc4)c3)C[C@H]12	1.0	-17	0.0	-18
C/C(=N\NC(=O)C(NC(=O)c1ccccc1)c1n[nH]c(=O)c2ccccc12)c1ccccc1 (configuration not stated)	-1.6	-7	0.8	14
CC(C)Oc1cccc(C(=O)Nc2ccc(Br)cn2)c1	-1.7	-53	0.2	-3

Of the compounds above, 4 contain a CF3 group:
Structure	GPR151 activ	TEAD-YAP block	FBW7 activator	MITF inh
FC(F)(F)c1cccc(CNc2nc(N3CCc4ccccc4C3)nc3c2ncn3-c2ccsc2)c1	-2.7	-11	0.0	8
CCOc1ccc2c(c1)-c1c(sn(-c3ccc(Cl)c(C(F)(F)F)c3)c1=S)C(C)(C)N2	-1.1	14	0.0	6
Cc1ccn2c(=O)c(C(=O)Nc3ccc(OC(F)(F)F)cc3)cnc2c1	0.6	0	-0.1	10
Cc1ccc(-c2cc(C(F)(F)F)c(C#N)c(=O)[nH]2)cc1	0.0	-6	0.1	13

From PubChem BioAssay
